Compound activity: PubChem, National Center for Advancing Translational Sciences (NCATS)
Tau fibril ThT: blocks human tau fibril formation measured by thioflavin T. Potency, µM (titrated, usually from 57.4 µM), inactives show top-dose activity, negative = inhibition, most hits filed as inhibitors. hit rate 2.1% among 270,000. AID 1460. recombinant tau K18 P301L, heparin-induced fibrillization, ThT fluorescence. P10636; note: % is set by controls: 0 for no effect and ±100 for the full control effect; nearly all actives have a fitted effect of over 55% in size
Target sequence (P10636 561-689 P618L limits assumed): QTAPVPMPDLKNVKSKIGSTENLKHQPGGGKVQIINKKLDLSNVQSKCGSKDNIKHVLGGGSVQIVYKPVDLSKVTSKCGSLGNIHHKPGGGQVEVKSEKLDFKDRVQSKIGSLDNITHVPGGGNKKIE
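In this qHTS, human K18 P301L tau is incubated with compound and heparin for 6 hr at 37 C, and Thioflavin T fluorescence then reports fibril load.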
JMJD2E inh: blocks human JMJD2E demethylase activity; B2RXH2; JMJD2E catalytic domain, FDH-coupled NADH fluorescence (FDH is formaldehyde dehydrogenase); Potency, µM (highest dose often 57.1 µM), for the others: at the highest dose activity change, negative = inhibition, usual class: inhibitors; hit rate 1.6% among 230,000; active = well fitted inhibition curve with a large enough effect, not every such curve was filed as active; inconclusive = small, poorly fitted or top-dose-only effect, or another doubt; inactive = no such curve, though single readings can be large or run the other way;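 note: 0% = wells with enzyme and -100% = buffer wells without enzyme; nearly all actives have a fitted effect of over 50% in size; many of its hits are not listed in these tables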
Target sequence (B2RXH2 1-337 limits assumed): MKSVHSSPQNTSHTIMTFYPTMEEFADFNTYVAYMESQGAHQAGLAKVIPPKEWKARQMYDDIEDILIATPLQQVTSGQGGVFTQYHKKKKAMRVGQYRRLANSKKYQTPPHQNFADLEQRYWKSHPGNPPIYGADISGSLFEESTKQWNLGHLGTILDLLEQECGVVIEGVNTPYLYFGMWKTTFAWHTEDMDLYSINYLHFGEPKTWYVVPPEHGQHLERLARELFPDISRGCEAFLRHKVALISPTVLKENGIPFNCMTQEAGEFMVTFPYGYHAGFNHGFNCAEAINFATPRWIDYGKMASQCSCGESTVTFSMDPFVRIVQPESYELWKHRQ
Tau fluor counter: counter-screen for tau fibril formation inhibitors | tau K18 P301L (four-repeat tau fragment) Alexa594 fluorescence, heparin fibrillization | Potency, µM (highest dose often 57.7 µM), for the others: at the highest dose activity change, negative = decrease | hit rate 0.93% among 280,000 | AID 1463; note: % is set by controls: 0 for no effect and ±100 for the full control effect; nearly all actives have a fitted effect of over 55% in size
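Human K18 P301L tau (15 uM unlabeled plus 0.24 uM Alexa 594-labeled, final) in 100 mM sodium acetate pH 7 was mixed with compound and 20 uM heparin and incubated 6 hr at 37 C.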
Tau fibril FP: inhibitors of human tau fibril formation. Potency, µM (doses to about 57.7 µM), without a hit: at the highest dose activity, negative = inhibition, usual class: inhibitors. hit rate 0.39% among 280,000. AID 1468. K18 P301L tau heparin fibrillization, Alexa594 FP, 6 h; note: % is set by controls: 0 for no effect and ±100 for the full control effect; nearly all actives have a fitted effect of over 55% in size
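Recombinant K18 P301L […], labeled with Alexa 594 at 0.24 uM over 15 uM unlabeled; heparin inducer 20 uM final; 37 C, 6 hr; FP endpoint.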
ALDH1A1 block: inhibitors of human aldehyde dehydrogenase 1A1; Potency, µM (doses to about 75.3 µM), for inactives: top-dose activity, negative = inhibition, usual class: inhibitors; P00352; AID 1030; hit rate 7.3% among 220,000; Purified ALDH1A1, NADH fluorescence, propionaldehyde substrate; active = well fitted inhibition curve with a large enough effect, not every such curve was filed as active; inconclusive = small, poorly fitted or top-dose-only effect, or another doubt; inactive = no such curve, though single readings can be large or run the other way;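 note: plate controls were no enzyme wells and a reference inhibitor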
Target sequence (P00352 whole entry, looked up): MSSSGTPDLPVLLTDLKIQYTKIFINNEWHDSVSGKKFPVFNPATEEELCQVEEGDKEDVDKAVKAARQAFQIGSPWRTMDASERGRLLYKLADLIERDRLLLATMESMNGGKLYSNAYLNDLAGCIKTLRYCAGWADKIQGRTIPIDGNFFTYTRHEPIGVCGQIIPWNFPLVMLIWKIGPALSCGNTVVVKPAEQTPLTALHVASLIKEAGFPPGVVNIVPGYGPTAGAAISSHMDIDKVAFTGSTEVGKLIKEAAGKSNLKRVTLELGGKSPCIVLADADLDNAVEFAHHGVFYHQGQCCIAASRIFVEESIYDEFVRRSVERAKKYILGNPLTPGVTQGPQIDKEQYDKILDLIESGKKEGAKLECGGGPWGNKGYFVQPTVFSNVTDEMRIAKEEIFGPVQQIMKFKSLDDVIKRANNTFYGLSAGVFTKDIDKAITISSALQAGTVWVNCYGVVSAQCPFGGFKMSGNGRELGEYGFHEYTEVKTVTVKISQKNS
SMN2 splice up: increases expression of the SMN2 splice variant | Potency, µM (top dose mostly 46.1 µM), for the others: at the top dose activity change, positive = activation, usual class: activators | HEK293 SMN2-luciferase splicing reporter, luminescence, 30-36 h | hit rate 2.8% among 210,000; note: % of control where 0% means no effect; nearly all actives have a fitted effect of over 55% in size
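HEK293 cells carry an SMN2 minigene-luciferase reporter in which exon 7 inclusion puts luciferase in frame. Cells were seeded at 2000 cells/well, attached for 10-12 hours, then exposed to compounds for 30-36 hours at 37C before ONE-Glo luminescence.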
HTT cytoprotect: protects HTT-Q103 PC12 cells, measured by ATP; PC12 HTT-Q103 induced, cytoprotection, ATP luminescence, 40 h; Potency, µM (titrated, usually from 56.4 µM), for inactives: cytoprotection (ATP increase), hits mostly activators; hit rate 0.14% among 230,000;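 note: % of control where 0% means no effect; nearly all actives have a fitted effect of over 45% in size; toxic huntingtin expression switched on by the ecdysone agonist tebufenozide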
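PC12 cells with ecdysone-inducible HTT exon 1 Q103-GFP, induced with 100 nM tebufenozide and co-treated with library compounds in a dose series (1536-well, 1500 cells/well). Cytoprotection read as ATP content by ATPlite luminescence.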
HttQ103 aggreg: inhibitors of mutant huntingtin aggregate formation in PC12 cells | PC12 HttQ103-GFP aggregates, Acumen cytometry, 40 h | Potency, µM (series often up to 46.1 µM), inactives show at the top dose activity change, negative = inhibition, actives largely listed as inhibitors | hit rate 1.1% among 220,000; note: % is set by controls: 0 for no effect and ±100 for the full control effect; nearly all actives have a fitted effect of over 60% in size
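PC12 cells with ecdysone-inducible HTT exon1 Q103-GFP, induced by 100 nM tebufenozide, given compounds in a concentration series. GFP aggregates (1–25 um, 6 SD above background) counted in lysates by laser-scanning cytometry, 488 nm excitation.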
An asterisk follows results filed as active; ? = inconclusive; · = no result given; & = joins results of further samples; [ ] = another dose, or the depositor's remark. Unless noted, calls come from the whole dose curve; as a rule, active = well fitted curve in the direction sought with a large enough effect; inconclusive = small, poorly fitted or top-dose-only effect, or another doubt; inactive = no such curve, though single readings can be large; an effect the other way counts as inactive or inconclusive. Potency is the fitted concentration of half-maximal effect.

item	canonical_smiles	SMN2 splice up	ALDH1A1 block	Tau fibril ThT	HTT cytoprotect
1	COCCCNC(=O)CCSc1ccc(C)cc1	10%	3%	-6%	·
2	CCOC(=O)NC1(C(F)(F)F)N=C(c2ccccc2)NC1=O (stereo unspecified)	-9%	7%	-2%	-10%
3	CN(C)c1ccc(NC(=S)NC(=O)/C=C/c2ccc(Cl)cc2)cc1	44%	-18%	10µM*	-1%[10 µM]
4	NC(=O)/C=C\C(=O)Nc1cccc(C(F)(F)F)c1	26%	2.8µM*	?	-106%[inhibitor]
5	Nc1cc(=O)[nH]c(=O)n1-c1cccc(F)c1	·	15%	-10%	6%[10 µM]
6	CC(=O)C1=C(O)C(=O)N(c2cccc(C(=O)O)c2)C1c1ccccc1F (stereo unspecified)	-5%	?	-4%	-9%[10 µM]
7	CCCCCn1c(CN2CC(C)OC(C)C2)nc2c1c(=O)n(C)c(=O)n2C (stereo unspecified)	-17%	4%	-2%	-5%
8	S=C(Nc1ccccc1)NC1CCN(Cc2ccccc2)CC1	·	14µM*	3%	29%[10 µM]
9	COc1ccc(-n2ncc(Cl)c(Cl)c2=O)cc1	-84%[inhibitor]	10µM*	?	·
10	Cn1cc(CN2CCCC(C(=O)c3cccs3)C2)c(-c2cccc(Cl)c2)n1 (stereo unspecified)	·	5%	-4%	-5%[10 µM]

item	JMJD2E inh	HttQ103 aggreg	Tau fibril FP	Tau fluor counter
1	?	-13%	2%	-1%
2	3%	19%	4%	7%
3	-7%	-9%	-6%	?
4	1%	?	0%	-6%
5	5%	5%[9.22 µM]	-3%	-7%
6	?	-5%	-14%	-5%
7	8%	-10%	-6%	-1%
8	-3%	3%[9.22 µM]	5%	-1%
9	4%	4µM*	-5%	-21%
10	-1%	7%[9.22 µM]	-3%	-15%

Further compounds:
item	canonical_smiles	SMN2 splice up	ALDH1A1 block	Tau fibril ThT	HTT cytoprotect
11	COc1ccccc1N(C)S(=O)(=O)c1ccc(C(=O)NC2=NCCS2)cc1	-21%	-4%	-14%	18%[1.9 µM]
12	COc1ccc(C)cc1NC(=O)CC(O)(C(F)(F)F)C(F)(F)F	-20%	-2%	-4%	4%
13	COC(=O)C1=C(C(=O)OC)[C@@H]2N(Cc3ccccc3)c3ccccc3[C@@]23C[C@@H](C(=O)OC)N(C(=O)NCc2ccccc2)C3=C1	11%	4%	-9%	8%
14	CN(C)CCCn1c(SCC(=O)N2c3ccccc3Sc3ccccc32)nc2ccccc2c1=O	·	-9%	?	0%[10 µM]
15	CN(C)c1ccc(C(=O)OCC(=O)Nc2ccc(N3CCOCC3)cc2)cc1	·	13µM*	-6%	-9%[10 µM]
16	COc1cccc(/C=N/NC(=O)c2ccc(OCc3cccc(Br)c3)cc2)c1	-22%	-80%	-9%	18%
17	O=C(NCCSCc1c(F)cccc1Cl)c1ccco1	-4%	16µM*	-5%	-1%
18	Cn1nccc1/C=C(/C#N)S(=O)(=O)c1ccccc1	?	-2%	-9%	-18%[0.074 µM]
19	Cc1cc(N)ccc1-n1c(C)ccc1C	9%	10µM*	14µM*	3%
20	O=C(NCC(=O)N(c1cccnc1)C(C(=O)NC1CCCC1)c1ccccc1)c1ccco1 (stereo unspecified)	-30%[inhibitor]	2%	-3%	17%

item	JMJD2E inh	HttQ103 aggreg	Tau fibril FP	Tau fluor counter
11	1%	-7%	-14%	-9%
12	11%	-3%	0%	-12%
13	-13%	·	6%	-2%
14	-27%	?	-8%	-3%
15	-24%	10%[9.22 µM]	0%	-22%
16	13%	8%	4%	-9%
17	2%	13%	-12%	-15%
18	5%	-12%	0%	-5%
19	?	20%	?	-29%
20	7%	8%	-4%	-5%

Next part:
item	canonical_smiles	SMN2 splice up	ALDH1A1 block	Tau fibril ThT	HTT cytoprotect
21	Cn1c(O)c(N=NC(=S)Nc2ccccc2F)c2cc(S(=O)(=O)N3CCOCC3)ccc21	-59%[inhibitor]	-6%	?	-71%[inhibitor]
22	N#Cc1ccc(C23CC4(C2)[C@H](CN(CC2CCCCC2)[C@@H]4c2ccccc2)C3c2ccccc2)cc1 (stereo partly specified)	-4%	-12%	?	?
23	COc1ccc(/C=C/C(O)=C(\C#N)c2nnc(N3CCOCC3)n2-c2ccccc2)cc1OC	-12%	13µM*	8%	-18%
24	CCOC(=O)c1c(C)oc2c(Cl)cc(NS(=O)(=O)c3ccc(Cl)c(C)c3)cc12	27%	·	-4%	·
25	CC(=O)c1cc(C#N)c(SCc2ccccc2)nc1C	-57%[inhibitor]	18µM*	-18%	-20%
26	CCS(=O)(=O)N1CCN(c2ccc([N+](=O)[O-])c(N3CCOCC3)c2)CC1	?	-2%	-6%	·
27	COc1ccc(NC(=O)N[C@@H](CCSC)C(=O)O)cc1Cl	-9%	11%	-7%	-24%[0.074 µM]
28	Cc1ccc(C(=O)O/N=C(\N)c2cccc([N+](=O)[O-])c2)cc1	20%	?	?	-9%
29	CCOC(=O)c1c(NC(=O)COc2ncnc3ccccc23)sc(C)c1CC	·	?	-8%	3%[10 µM]
30	O=C(Nc1ccc(N2CCOCC2)cc1Cl)C1CCN(C(=O)OCc2ccccc2)CC1	·	·	?	28%[10 µM]

item	JMJD2E inh	HttQ103 aggreg	Tau fibril FP	Tau fluor counter
21	7%	-25%	?	?
22	1%&-29%	-5%[9.22 µM]	-1%&-6%	-3%&1%
23	?	-1%	5%	6%
24	·	·	?	?
25	-1%	21%[9.22 µM]	3%	-24%
26	2%	-7%	10%	-11%
27	0%	17%	-15%	-15%
28	-3%	?	2%	-29%
29	-16%	16%	4%	-14%
30	6%	7%[9.22 µM]	?	?

More results follow.
item	canonical_smiles	SMN2 splice up	ALDH1A1 block	Tau fibril ThT	HTT cytoprotect
31	COc1ccc(OC)c(/C=N/NC(=O)CSc2cc(C)nc3c(OC)cccc23)c1	·	?	1%	23%[10 µM]
32	COc1ccc(C2CC(C(F)(F)F)n3nc(C(=O)O)cc3N2)cc1OC (stereo unspecified)	-8%	4%	-14%	-1%
33	Cc1nc2cccc(C)n2c(=O)c1Cl	14%	5%	-8%	-70%[inhibitor][10 µM]
34	Cc1ccc(CNc2ccc3c(c2)OCO3)cc1	-39%[inhibitor]	?	?	-26%[0.074 µM]
35	CCCc1cc(=O)n2[nH]c(NCc3ccc(OC)cc3)nc2n1	3%	3%	-4%	-30%
36	Cc1ccc(C2CC(=O)Nc3cc4c(cc32)OCCO4)s1 (stereo unspecified)	?	-13%	-2%	9%
37	OCCC1CN(Cc2cnc(-c3ccccc3)s2)CCN1CCc1ccccc1 (stereo unspecified)	·	-7%	-6%	-1%[10 µM]
38	O=S(Cc1ccccc1)CC(O)(c1ccccc1)c1ccccc1 (stereo unspecified)	-4%	4%	0%	-5%
39	Cc1ccc(C2(COC(=O)C(C)C)CO2)c(OC(=O)C(C)C)c1 (stereo unspecified)	·	·	1%	-18%[10 µM]
40	CCOC(=O)CNC(=O)C1COc2ccccc2O1 (stereo unspecified)	·	·	-6%	-14%[10 µM]

item	JMJD2E inh	HttQ103 aggreg	Tau fibril FP	Tau fluor counter
31	?	7%[9.22 µM]	-9%	-9%
32	-1%	-6%	5%	-3%
33	3%	?	-7%	-7%
34	?	?	?	?
35	-12%	-12%	-9%	-2%
36	-11%	-22%	4%	2%
37	-7%	10%[9.22 µM]	-9%	-7%
38	-1%	16%	-7%	5%
39	11%	-16%[9.22 µM]	3%	-4%
40	-3%	-19%[9.22 µM]	5%	-2%

Values in list order from the list.
Nos. 32–38 in SMN2 splice up: -8%, 14%, -39%[inhibitor], 3%, ?, ·, -4%

Next section.
item	canonical_smiles	SMN2 splice up	ALDH1A1 block	Tau fibril ThT	HTT cytoprotect
41	Cc1cccc(OCCn2c(-c3ccc(Cl)cc3)nc3ccccc3c2=O)c1	-12%	·	1%	·
42	CCOC(=O)c1ccc(NC(=O)c2nc(SCc3ccccc3F)ncc2Cl)cc1	4%	·	7%	·
43	CCOC(=O)C1C2C=CC3(CN(c4cccc(Cl)c4)C(=O)C13)O2 (stereo unspecified)	1%	18%	-3%	-2%
44	COc1ccc(/C=C2\SC(=S)N(CC(=O)Nc3nnc(C)s3)C2=O)cc1	-9%	?	1%	·

item	JMJD2E inh	HttQ103 aggreg	Tau fibril FP	Tau fluor counter
41	·	·	2%	3%
42	·	·	-14%	-18%
43	0%	9%	-14%	-5%
44	-3%	-10%	0%	-6%

Among those listed so far, 9 have fluorine:
item	canonical_smiles	SMN2 splice up	ALDH1A1 block	Tau fibril ThT	HTT cytoprotect
2	CCOC(=O)NC1(C(F)(F)F)N=C(c2ccccc2)NC1=O (stereo unspecified)	-9%	7%	-2%	-10%
4	NC(=O)/C=C\C(=O)Nc1cccc(C(F)(F)F)c1	26%	2.8µM*	?	-106%[inhibitor]
5	Nc1cc(=O)[nH]c(=O)n1-c1cccc(F)c1	·	15%	-10%	6%[10 µM]
6	CC(=O)C1=C(O)C(=O)N(c2cccc(C(=O)O)c2)C1c1ccccc1F (stereo unspecified)	-5%	?	-4%	-9%[10 µM]
12	COc1ccc(C)cc1NC(=O)CC(O)(C(F)(F)F)C(F)(F)F	-20%	-2%	-4%	4%
17	O=C(NCCSCc1c(F)cccc1Cl)c1ccco1	-4%	16µM*	-5%	-1%
21	Cn1c(O)c(N=NC(=S)Nc2ccccc2F)c2cc(S(=O)(=O)N3CCOCC3)ccc21	-59%[inhibitor]	-6%	?	-71%[inhibitor]
32	COc1ccc(C2CC(C(F)(F)F)n3nc(C(=O)O)cc3N2)cc1OC (stereo unspecified)	-8%	4%	-14%	-1%
42	CCOC(=O)c1ccc(NC(=O)c2nc(SCc3ccccc3F)ncc2Cl)cc1	4%	·	7%	·

item	JMJD2E inh	HttQ103 aggreg	Tau fibril FP	Tau fluor counter
2	3%	19%	4%	7%
4	1%	?	0%	-6%
5	5%	5%[9.22 µM]	-3%	-7%
6	?	-5%	-14%	-5%
12	11%	-3%	0%	-12%
17	2%	13%	-12%	-15%
21	7%	-25%	?	?
32	-1%	-6%	5%	-3%
42	·	·	-14%	-18%

Some of the compounds tested, so the mix of outcomes need not match the whole.
